Assay outcomes: PubChem, several laboratories
Vc quorum ag: inducers of Vibrio cholerae quorum light production without autoinducers | V. cholerae BH1578 lux reporter, luminescence, 6 h | 350,000 compounds, 0.16% hits | activation, % at 18.7 µM; in the data active = activation mostly above about 9.7%, no sharp cut-off; also: not every result past the cut was called active; inactives centre near 0; reference of the scale not given here
PriA SSB inh: K. pneumoniae PriA-SSBct interaction inhibition. AlphaScreen SSBct-PriA binding, biotinylated peptide. inhibition, % at 33 µM. 430,000 compounds, 0.6% hits; in the data active = inhibition mostly above about 37%, no sharp cut-off; inactive = mostly below about 20%;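 also: plate controls were negative control peptide for no effect and reference peptide for full effect; strong numbers were not always called active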
TcdB inh: blocks C. difficile toxin B glycohydrolase activity. AID 652162. inhibition, % at 9.99 µM. TcdB glycohydrolase enzymatic assay, plate reader. 350,000 compounds, 0.24% hits. P18177; in the data active = inhibition above about 10%
Rv3671c inh: inhibits the M. tuberculosis serine protease Rv3671c; P9WHR9; AID 2606; 320,000 compounds, 0.048% hits; inhibition, % at 5.96 µM; in the data active = inhibition above about 38%;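 also: extracellular domain of Rv3671c used as enzyme; 0% = enzyme with DMSO and 100% = no enzyme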
Target sequence (P9WHR9 whole entry, looked up, the tested form may be a part): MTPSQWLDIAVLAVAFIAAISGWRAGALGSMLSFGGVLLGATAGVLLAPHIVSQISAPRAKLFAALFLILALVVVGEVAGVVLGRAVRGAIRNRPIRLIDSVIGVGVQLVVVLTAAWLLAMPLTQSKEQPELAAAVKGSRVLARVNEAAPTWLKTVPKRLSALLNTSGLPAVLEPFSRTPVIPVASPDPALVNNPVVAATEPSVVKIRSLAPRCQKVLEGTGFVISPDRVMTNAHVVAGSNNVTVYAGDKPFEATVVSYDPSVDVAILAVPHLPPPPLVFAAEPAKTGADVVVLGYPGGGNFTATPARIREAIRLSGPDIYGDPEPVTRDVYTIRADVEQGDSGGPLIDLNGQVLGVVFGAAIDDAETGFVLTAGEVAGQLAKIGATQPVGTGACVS
PfHsp40 yeast: rescue of PfHsp40-mediated yeast toxicity; S. cerevisiae expressing PfHsp40, growth rescue, ATP luminescence; 340,000 compounds, 0.68% hits; growth rescue, % at 12.5 µM; AID 504582; in the data active = growth rescue above about 28%, passing the limit was not always enough;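 also: yeast W303a lacking pdr1 and pdr3 grown in galactose medium; growth measured after three days at 30 °C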
VHR inh abs: blocks human VHR1 dual specificity phosphatase. recombinant VHR phosphatase, pNPP absorbance. P51452. inhibition, % at 13.3 µM. 290,000 compounds, 0.52% hits. AID 1654; in the data active = inhibition above about 50%; also: some compounds called inactive have numbers as strong as hits
Target sequence (P51452 whole entry, looked up): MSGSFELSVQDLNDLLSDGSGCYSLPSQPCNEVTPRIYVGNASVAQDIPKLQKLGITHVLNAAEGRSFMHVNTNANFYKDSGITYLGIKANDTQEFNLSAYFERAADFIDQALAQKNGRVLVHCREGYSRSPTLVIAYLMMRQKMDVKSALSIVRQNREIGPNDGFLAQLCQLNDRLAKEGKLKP
Anthrax LF inh2: blocks Bacillus anthracis lethal factor protease; multiplex microsphere protease cleavage assay, LF; P15917; inhibition, % at 10 µM; 360,000 compounds, 0.12% hits; in the data active = inhibition above about 30%; also: plate controls were buffer without enzyme for full effect and enzyme alone for no effect
Yp Topo-I inh: Y. pestis Topo-I inhibition via cleavage products | Y. pestis Topo-I cleavage product accumulation, plate reader | activity, % at 10 µM | 360,000 compounds, 0.064% hits; in the data active = activity above about 50%, passing the limit was not always enough; also: inactives centre near 2
MazF activator: increases E. coli MazEF RNase cleavage of RNA; FAM/BHQ RNA-DNA oligo cleavage fluorescence, 5 h; activation, % at 20 µM; 350,000 compounds, 0.32% hits; AID 504720; in the data active = activation above about 50%
Target sequence (P0AE70 whole entry, looked up): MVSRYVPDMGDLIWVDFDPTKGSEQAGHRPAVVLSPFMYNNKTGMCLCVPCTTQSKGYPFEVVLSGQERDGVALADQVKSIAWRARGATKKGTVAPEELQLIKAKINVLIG
SARS 3CLpro inh: SARS-CoV 3CLpro protease inhibition; P0C6X7; recombinant SARS-CoV 3CLpro, quenched FRET peptide cleavage; inhibition, % at 6 µM; 290,000 compounds, 0.14% hits; in the data active = inhibition above about 12%
Active calls of the source: *; i = inactive; . = no result given; & = joins results of further samples. The list is partial (hit frequency here may not be typical).

Every second line gives: Vc quorum ag, PriA SSB inh, TcdB inh, Rv3671c inh, PfHsp40 yeast, VHR inh abs, Anthrax LF inh2, Yp Topo-I inh, MazF activator, SARS 3CLpro inh
- O=C(COC(=O)Cc1ccc(F)cc1)NCc1ccco1
    i, 3.7, 0.8, -12.6, -0.8, 17.4, 0.0, 9.0, -6.0, 2.2
- CC(C(=O)NC1C(=O)N2C(C(=O)O)=C(CSc3nnnn3C)CSC12)n1cc(Br)cn1 (stereo not given)
    3.8, -8.2, -0.8, 3.3, -0.2, -19.7, -2.4, 6.1, 2.3, -0.8
- O=C(CC1C(=O)Nc2ccccc2N1CC(=O)N1CCCC1)Nc1ccc(Br)cc1 (stereo not given)
    -2.0, 3.1, 1.1, 2.7, -0.3, ., 4.8, 14.8, -4.3, .
- C=CCn1c(C)c(C(C)=O)c(N2CCCC2)nc1=S
    i, -4.8, ., 1.3, 0.8, -0.8, 3.6, 1.5, -4.3, 1.7
- Cc1ccc(NC(=O)CN2C(=O)NC(C)(c3ccccc3)C2=O)c(C)c1 (stereo not given)
    -0.3, 2.9, 0.2, -3.5, -0.3, -26.1, 0.7, 0.7, 3.1, -1.0
- COC(=O)c1cc(NC2c3ccccc3C(=O)N2c2ccc(Cl)cn2)cc(C(=O)OC)c1 (stereo not given)
    0.0, -14.5, 0.8, 0.0, -1.8, 0.9, -2.8, -6.4, -2.3, 6.6
- COC(=O)c1[nH]c(C)c(/C(O)=C2\C(=O)C(=O)N(CCN(C)C)C2c2ccc(C)o2)c1C (stereo not given)
    ., ., ., -6.2, 0.1, -20.8, -4.5, 4.6, 13.8, -7.9
- Cc1ccc(C(=O)NCCN(C)C)c(C)c1
    ., -15.4, ., 7.4, 0.2, -7.5, 1.8, -3.5, 2.1, 2.1
- CN(C(=O)c1ccccc1C(=O)c1ccccc1)C1CCS(=O)(=O)C1 (stereo not given)
    -0.7, -18.6, 0.6, -3.1, -1.9, 7.1, -1.9, -1.7, 3.5, 0.6
- Cc1cccc(NC(=O)COC(=O)c2cc3ccccc3oc2=O)c1
    -0.7, -2.8, 2.4, 4.1, -0.3, 15.5, -5.4, 7.1, 5.8, -0.3
- Cc1ccc(C(C)C)cc1S(=O)(=O)NCc1ccccn1
    -0.6, -6.1, 3.2, -12.5, -1.2, 4.9, -2.7, 0.0, 3.5, -0.8
- CN1CC(=O)N/C1=N\C(=O)Nc1ccc2c(c1)N(C)C(=O)CS2
    i, ., ., 2.8, 0.7, 20.8, 0.4, -3.5, 1.1, 3.3
- CCC(C)(C)NC(=O)c1ccc(Sc2nncn2C)c([N+](=O)[O-])c1
    i, -2.3, -0.5, -6.0, -0.7, -6.7, -5.7, -5.6, -13.7, 3.0
- N#Cc1ccsc1NC(=O)C1CCCN1S(=O)(=O)c1cccs1 (stereo not given)
    i, 0.3, 1.5, -2.3, 0.7, ., -7.9, 3.2, -0.3, .
- CSc1nc(=S)cc(C)[nH]1
    0.6, -9.9, -1.8, -0.8, -1.0, 24.6, 1.9, -10.3, -18.4, 2.6
- Cc1cccc2c1NC(=O)C21N2CCCC2C(C(=O)c2ccc3ccccc3c2)C12C(=O)Nc1ccccc12 (stereo not given)
    ., -12.3, ., -8.9, ., 11.2, ., ., 8.4, 5.9
- COc1ccc(CNC(=O)NS(=O)(=O)c2ccc(C)cc2)cc1
    i, -3.9, 1.4, -3.7, 8.7, ., -12.0, 5.9, 9.1, .
- O=C(COC(=O)c1cc(Br)ccc1O)NCC1CCCO1 (stereo not given)
    i, 2.5, 0.0, -0.8, 0.8, ., -6.8, 4.8, -10.2, .
- O=C(NCc1cccnc1)/C(=C/c1ccc([N+](=O)[O-])cc1)NC(=O)c1ccccc1
    -1.0, 2.9, 0.2, 1.9, 0.5, ., 1.6, -0.8, -4.2, .
- Cc1cc(C)c(C#N)c(SCc2nc3ccccc3c(=O)[nH]2)n1
    -0.6, -14.1, 0.7, 3.6, -0.5, 25.1, 1.9, 4.2, 13.3, -3.2
- CCCC1=NN2C(=N)/C(=C\c3cc(C)n(-c4cc(C)cc(C)c4)c3C)C(=O)N=C2S1
    -0.6, -10.7, ., -13.4, -0.1, -3.9, -2.1, -1.1, -6.6, 4.7
- CS(=O)(=O)NCCSCc1ccc(Cl)cc1
    -0.3, -24.4, ., -7.5, 0.2, 25.6, 1.9, 1.8, -4.5, 2.9
- c1ccc(CN(Cc2ccco2)C(c2ccncc2)c2nnnn2C2CCCC2)cc1 (stereo not given)
    9.5, -1.8, ., -12.2, -1.5, 2.9, -5.9, -12.7, -2.4, -6.6
- CC1=CC(=C(C#N)c2nc3ccccc3s2)C=C(C)N1Cc1ccco1
    -0.3, -6.7, 1.8, -0.9, 0.6, 23.5, 0.6, -2.6, 605.3*, -7.1
- Nc1ccc2c(c1)C(=Cc1cccnc1)c1ccccc1-2
    -7.1, 24.9, -5.9, ., 2.1, ., -5.4, -8.6, 6.5, .
- CCN(C(=O)c1cc2c(=O)[nH]c3ccc(C)cc3c2s1)c1ccccc1C
    i, -9.9, 0.3, -7.4, -1.4, 21.3, -6.5, 3.2, 16.9, 3.5
- CCOc1ccc(C)cc1S(=O)(=O)Nc1cccnc1
    0.1, 1.2, ., -5.0, -0.9, ., 1.1, -4.8, -10.5, -5.8
- COC(=O)C(Cc1c[nH]c2ccccc12)NC(=O)CCNC(=O)c1ccco1 (stereo not given)
    i, ., 1.7, ., ., ., -2.1, -6.9, 6.5, .
- CCCCn1c(N)c(N(CCOC)C(=O)CN(C)S(=O)(=O)c2ccc(Cl)cc2)c(=O)[nH]c1=O
    ., 13.6, 1.0, 6.0, 0.8, -19.7, -3.0, 0.3, 6.6, -2.7
- Cc1nc2ccccc2c(=O)n1/N=C/C=C/c1ccccc1
    -0.8, i, -0.2, 1.0, 0.3, 21.3, 17.2, 1.3, -2.3, 3.9
- CCCOc1ccc(CNC(=S)N/N=C/c2ccc([N+](=O)[O-])cc2)cc1
    i, ., ., -6.1, 0.1, 2.4, 1.0, 2.6, 15.7, 7.7
- CC/C(=N\NC(=O)CSCc1ccccc1Cl)c1ccc2c(c1)OCCO2
    i, ., ., -7.0, 1.3, -1.7, -0.7, 12.1, 1.3, -6.6
- CCN(CC)S(=O)(=O)c1cc(C(=O)Nc2ccccc2C(=O)O)ccc1OC
    -1.8, 11.9, 0.2, 4.6, -1.1, -2.8, 3.3, 8.0, 4.6, 1.4
- COc1ccc(C2(c3ccc(OC)cc3)NC(=O)N(CC(=O)N(C)c3ccccc3)C2=O)cc1
    -0.6, 4.3, 2.5, -0.9, 1.9, -3.0, 4.3, 31.2, 0.9, -1.8
- OC(CNc1ncnc2sccc12)c1ccccc1 (stereo not given)
    -0.4, 4.6, -1.7, -8.0, 0.5, 29.3, 2.7, -3.9, -12.9, -1.5
- COC(=O)C1=C(c2ccc(OCc3ccccc3)cc2)C[C@@H]2CC[C@H]1N2C(=O)NCc1ccc(F)cc1
    i, ., 1.4, ., ., ., 2.3, 40.8, 5.0, .
- O=C(NCC1CCCO1)C(=O)N/N=C/c1cccc(Cl)c1 (stereo not given)
    -0.2, ., 2.4, -0.7, 0.4, -9.5, -0.1, 10.5, 9.3, 3.3
- COc1cc(/C=C2\SC(N)=NC2=O)cc(Cl)c1O
    i, ., 2.4, -1.9, -0.3, -3.8, -2.3, 1.3, 6.1, -0.8
- COC(=O)CNC(=O)COC(=O)c1cc(Cl)cc(Cl)c1N
    -0.1, -12.6, ., 4.3, -1.5, 22.2, 1.3, -8.4, 1.3, -0.1
- CC1CCN(C(=O)CNC(=O)Cn2ccc3ccccc3c2=O)CC1
    -0.3, -8.0, -3.3, -3.1, -1.0, -20.3, 3.2, 1.5, 1.9, -1.8

Record cards, as listed above.
`COc1cc(/C=C2\SC(N)=NC2=O)cc(Cl)c1O` in the list: Vc quorum ag: i; PriA SSB inh: .; TcdB inh: 2.4; Rv3671c inh: -1.9; PfHsp40 yeast: -0.3; VHR inh abs: -3.8; Anthrax LF inh2: -2.3; Yp Topo-I inh: 1.3; MazF activator: 6.1; SARS 3CLpro inh: -0.8
`CCCOc1ccc(CNC(=S)N/N=C/c2ccc([N+](=O)[O-])cc2)cc1` in the list: Vc quorum ag: i; PriA SSB inh: .; TcdB inh: .; Rv3671c inh: -6.1; PfHsp40 yeast: 0.1; VHR inh abs: 2.4; Anthrax LF inh2: 1.0; Yp Topo-I inh: 2.6; MazF activator: 15.7; SARS 3CLpro inh: 7.7

(continued)
Every second line gives: Vc quorum ag, PriA SSB inh, TcdB inh, Rv3671c inh, PfHsp40 yeast, VHR inh abs, Anthrax LF inh2, Yp Topo-I inh, MazF activator, SARS 3CLpro inh
- O=C(NCCN1CCN(c2ccccc2F)CC1)C1c2ccccc2C(=O)N2CCc3ccccc3C12 (stereo not given)
    -4.5, 7.4, ., -4.0, -0.9, -7.3, 6.6, 14.9, 2.2, 5.0
- CCn1c(N2CCN(Cc3ccc([N+](=O)[O-])cc3)CC2)nc2ccccc21
    0.0, 6.2, 0.5, 8.8, -1.3, 18.1, 18.0, 32.0, -2.3, -0.2
- COc1ccc(NC(=O)CCOc2ccc(C)cc2)cc1S(=O)(=O)N1CCOCC1
    -3.5, 0.2, 0.6, 4.0, -2.4, ., 0.4, 8.5, 1.8, .
- CCCOc1ccc(C(C)=O)cc1CSc1nc(O)cc(=O)[nH]1
    -16.7, -23.1, ., -14.6, 0.8, -8.3, -4.4, 15.1, -10.9, 1.6
- COC(=O)CC(NS(=O)(=O)c1cccs1)c1ccccc1Cl (stereo not given)
    -0.3, -13.9, ., -5.5, -0.6, -9.0, -8.3, -0.2, 0.4, 1.7
- COC1(OC)N=C(NC(=O)Nc2ccccc2)C2(C#N)C(c3ccccc3)C12C#N (stereo not given)
    -0.5, -1.2, ., -4.1, 0.3, 7.1, -3.7, -4.2, 0.0, -8.3
- Cc1nc([N+](=O)[O-])cn1Cc1cccc2ccccc12
    -2.4, -1.8, 0.4, 2.0, -1.1, 68.1, -7.3, 5.3, 6.8, 7.1
- COc1cccc(N2CCN(C(=O)CCCCCNc3nc(=S)[nH]c4ccccc34)CC2)c1
    i, 6.4, -0.3, 2.1, 0.4, 1.6, -7.8, 40.3, -2.8, 4.2
- COc1ccc(/C=N/NC(=O)c2cccc3ccccc23)c(OC)c1OC
    i, ., -11.9, -3.2, ., ., -7.2, -5.5, 3.7, .
- O=C(c1ccc2c(c1)OCO2)N(Cc1cccs1)C1(C(=O)NC2CCCCC2)CCCCC1
    0.0, 8.1, ., -2.3, 67.5*, 4.1, 0.8, 12.3, -1.5, 4.7
- N#C/C(=C/c1ccc([N+](=O)[O-])cc1)C(N)=O
    i, 0.0&6.9, 1.0, 9.0, -1.5, 6.3, -7.0, -0.7, -8.4, 1.1
- C[C@@H]1Cn2cnc(C(=O)Nc3ccc(CNC(=O)OC(C)(C)C)cc3)c2C(=O)N1
    -0.4, ., -0.7, ., ., ., -3.5, 5.6, -4.0, .

Quoted from the listing:
MazF activator with `N#C/C(=C/c1ccc([N+](=O)[O-])cc1)C(N)=O` reads -8.4
MazF activator with `CCn1c(N2CCN(Cc3ccc([N+](=O)[O-])cc3)CC2)nc2ccccc21` reads -2.3
Rv3671c inh with `Cc1nc([N+](=O)[O-])cn1Cc1cccc2ccccc12` reads 2.0
Yp Topo-I inh with `COC(=O)CC(NS(=O)(=O)c1cccs1)c1ccccc1Cl` (stereo not given) reads -0.2
